hIAP inh – human IAP inhibitors, primary screen, biochemical, luminescence, uHTS | AID 2544, 2010 | inhibition, % at 10 µM | Intestinal-type alkaline phosphatase (Homo sapiens), P09923 | purified IAP, CDP-Star luminescence, 30 min | actives 0.12% (n = 330,000);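 active = inhibition reaching a set limit with compound at 10 µM in the primary screen, cut at about 35% in these data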;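 also: plate controls were DMSO wells with enzyme for no effect and no-enzyme buffer wells for full effect; values of inactives mirror those of a sister screen read the other way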
Target sequence (P09923 whole entry, looked up): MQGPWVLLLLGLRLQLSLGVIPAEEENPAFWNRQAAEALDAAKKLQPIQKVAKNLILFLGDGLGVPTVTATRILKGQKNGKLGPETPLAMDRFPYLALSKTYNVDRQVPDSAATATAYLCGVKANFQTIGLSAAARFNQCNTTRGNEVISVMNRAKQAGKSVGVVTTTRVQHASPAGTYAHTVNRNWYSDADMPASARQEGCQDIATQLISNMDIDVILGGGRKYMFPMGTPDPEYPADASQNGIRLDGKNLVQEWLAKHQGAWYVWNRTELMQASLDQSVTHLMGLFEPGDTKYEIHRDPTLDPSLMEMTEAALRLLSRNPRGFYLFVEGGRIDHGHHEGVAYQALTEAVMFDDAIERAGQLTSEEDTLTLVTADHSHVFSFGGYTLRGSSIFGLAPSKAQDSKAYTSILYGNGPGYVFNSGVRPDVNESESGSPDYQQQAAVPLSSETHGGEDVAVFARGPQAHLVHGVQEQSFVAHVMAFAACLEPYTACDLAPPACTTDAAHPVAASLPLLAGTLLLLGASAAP
NALP3 yeast inh – NALP3 inflammasome inhibitors in reconstituted yeast, primary screen, luminescence, uHTS; actives 0.39% (n = 330,000); Yeast reconstituted NLRP3/ASC/caspase-1, beta-gal luminescence, 24 h; inhibition, % at 10 µM;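 active = inhibition of 50% or more; inactive = inhibition below 50%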;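 also: plate controls were induced DMSO wells for no effect and uninduced yeast grown without galactose for full effect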
mIAP block – inhibitors of mouse IAP, primary screen, biochemical, luminescence, uHTS. purified mouse IAP, CDP-Star luminescence, 30 min. inhibition, % at 10 µM. actives 0.2% (n = 330,000). intestinal alkaline phosphatase [Mus musculus]. AID 2806, 2010;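 active = inhibition of at least 40% at 10 µM in the primary screen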;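 also: plate controls were DMSO with enzyme for no effect and no enzyme wells for full effect; values of inactives mirror those of a sister screen read the other way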
SENP1 FRET inh – human SENP1 catalytic domain inhibitors, primary screen, biochemical, FRET, uHTS; recombinant SENP1 catalytic domain, CyPet-SUMO1-YPet FRET cleavage; actives 0.21% (n = 360,000); Sentrin-specific protease 1 (Homo sapiens), Q9P0U3; inhibition, % at 10 µM;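 active = inhibition at least 30% at 10 µM, raw YFP signal under a set limit, fluorescence ratio 0.5 to 1.5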;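 also: 0% = enzyme with DMSO and 100% = no enzyme wells; some results filed as inactive read as strong as hits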
Target sequence (Q9P0U3 419-644 limits assumed): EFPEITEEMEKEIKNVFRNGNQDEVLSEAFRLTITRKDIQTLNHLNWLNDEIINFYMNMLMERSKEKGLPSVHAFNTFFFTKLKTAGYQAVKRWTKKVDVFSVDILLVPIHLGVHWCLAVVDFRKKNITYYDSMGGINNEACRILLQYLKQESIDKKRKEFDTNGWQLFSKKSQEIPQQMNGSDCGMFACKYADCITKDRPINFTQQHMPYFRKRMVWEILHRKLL
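Assay system – human recombinant His6-tagged SENP1 catalytic domain enzyme · Input – SENP1 enzyme, 20 pM final · Buffer or medium – Tris pH 8 buffer plus EDTA, NaCl, BME, BSA, NP40, catalase · Schedule – 50 min reaction at room temperature · Technique – FRET read of cyan and yellow fluorescence · Control set – no-enzyme wells low, DMSO-plus-enzyme wells high control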
MIN6 prolif – inducers of MIN6 beta-cell proliferation, primary screen, ATP luminescence, uHTS; actives 0.29% (n = 330,000); MIN6 cells proliferation, ATPlite luminescence, 48 h; cells starved in 0.2% serum; 100% = growth in 10% serum; proliferation, % at 10 µM;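 active = compounds whose signal lies at least 3.5 SD above the mean of all wells on their plate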;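 also: 0% = DMSO-treated cells in low-serum medium and 100% = 10% serum control; some compounds called inactive have numbers as strong as hits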
APOBEC3G inh – APOBEC3G DNA deaminase inhibitors, primary screen, biochemical, fluorescence, single-stranded DNA substrate, uHTS; DNA dC->dU-editing enzyme APOBEC-3G (Homo sapiens), Q9HC16; recombinant A3G, ssDNA deamination FAM/TAMRA fluorescence; inhibition, % at 20 µM; actives 0.28% (n = 330,000);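 active = inhibition of at least 40% at 20 µM, with no more than 30% in the related APOBEC3A deaminase screen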;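 also: plate controls were DMSO wells with A3G for no effect and wells lacking A3G enzyme for full effect; some compounds called inactive have numbers as strong as hits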
hIAP act – human IAP activators, primary screen, biochemical, luminescence, uHTS. Intestinal-type alkaline phosphatase (Homo sapiens), P09923. purified human IAP, CDP-Star luminescence, 30 min; hits give high values; 1 = vehicle-only enzyme, 0 = enzyme-free background. activation factor at 10 µM. actives 0.16% (n = 330,000);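 active = activation factor of the enzyme at least 2-fold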; also: the source names both 10 and 20 µM as test concentration; values of inactives mirror those of a sister screen read the other way
mIAP act – activators of mouse IAP, primary screen, biochemical, luminescence, uHTS; activation factor at 10 µM; intestinal alkaline phosphatase [Mus musculus]; actives 0.24% (n = 330,000); muIAP, CDP-Star luminescence, 30 min; hits give high values; 1 = vehicle-only enzyme signal, 0 = enzyme-free wells; AID 2805, 2010;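 active = activation factor of at least 2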; also: the source names both 10 and 20 µM as test concentration; values of inactives mirror those of a sister screen read the other way
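also added = chemiluminescent substrate CDP-Star | test system = mouse IAP enzyme | signal = chemiluminescence readout | compound = DMSO-dissolved test compounds | incubation = 30 min at room temperature | benchmarks = DMSO wells, no-enzyme wells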
A3A deaminase – APOBEC3A ssDNA deaminase inhibitors, primary screen, selectivity assay for APOBEC3G inhibitor project, biochemical, FAM/TAMRA oligo cleavage fluorescence; actives 0.41% (n = 330,000); DNA dC->dU-editing enzyme APOBEC-3A (Homo sapiens), P31941; recombinant A3A, FAM/TAMRA ssDNA deamination fluorescence; inhibition, % at 20 µM;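 active = at least 40% inhibition at 20 µM here, with at most 30% in a related deaminase screen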;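 also: plate controls were A3A with DMSO for no effect and wells lacking A3A enzyme for full effect; some results filed as inactive read as strong as hits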
Target sequence (P31941 whole entry, looked up): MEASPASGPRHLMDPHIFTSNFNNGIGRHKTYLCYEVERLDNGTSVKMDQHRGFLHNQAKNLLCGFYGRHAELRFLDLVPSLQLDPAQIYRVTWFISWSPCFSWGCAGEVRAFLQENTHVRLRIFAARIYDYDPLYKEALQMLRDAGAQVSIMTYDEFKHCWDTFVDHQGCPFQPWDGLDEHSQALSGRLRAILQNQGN
An asterisk follows results filed as active.

What do the screens show for `CC(CN1CCCCC1)OC(=O)COc1ccc(Br)cc1` (stereo not given)?
hIAP inh: -14; NALP3 yeast inh: 8; mIAP block: 5; SENP1 FRET inh: 0; MIN6 prolif: -3; APOBEC3G inh: -4; hIAP act: 1.1; mIAP act: 0.95; A3A deaminase: -1

What do the screens show for `O=C(CCC1CCCN(Cc2ccc3c(c2)CCO3)C1)NCc1ccc(F)c(F)c1` (stereo not given)?
hIAP inh: -42; NALP3 yeast inh: 11; mIAP block: -1; SENP1 FRET inh: 0; MIN6 prolif: 1; APOBEC3G inh: -5; hIAP act: 1.4; mIAP act: 1; A3A deaminase: 1

Results for CCCCN(CC)CCNC(=O)Cn1cnc2sc(C)c(S(=O)(=O)N3CCOCC3)c2c1=O ?
hIAP inh: -7; NALP3 yeast inh: 11; mIAP block: -9; SENP1 FRET inh: 0; MIN6 prolif: -4; APOBEC3G inh: -3; hIAP act: 1.1; mIAP act: 1.1; A3A deaminase: -1

Results for C=CCNC(=O)C1CC(=O)N(c2ccc(OCC(=O)N3CCCC3)cc2)C1 (stereo not given) ?
hIAP inh: -5; NALP3 yeast inh: 17; mIAP block: 2; SENP1 FRET inh: -5; MIN6 prolif: -1; APOBEC3G inh: -10; hIAP act: 1; mIAP act: 0.98; A3A deaminase: -4

Results for COc1ccc(/C=N/NC(=O)c2cc(OC)c(OC)c(OC)c2)cc1CN1CCc2cc(OC)c(OC)cc2C1C (stereo not given) ?
hIAP inh: -21; NALP3 yeast inh: 4; mIAP block: -23; SENP1 FRET inh: -13; MIN6 prolif: -4; APOBEC3G inh: -3; hIAP act: 1.2; mIAP act: 1.2; A3A deaminase: -6

Results for CCOc1cc2[nH]c(=S)n(Cc3ccc(C(=O)O)cc3)c(=O)c2cc1OCC ?
hIAP inh: -5; NALP3 yeast inh: 11; mIAP block: -3; SENP1 FRET inh: -1; MIN6 prolif: 0; APOBEC3G inh: -6; hIAP act: 1.1; mIAP act: 1; A3A deaminase: -3

Results for Cc1ccccc1NC(=O)Cn1nnc2ccccc21 ?
hIAP inh: -5; NALP3 yeast inh: 22; mIAP block: -8; SENP1 FRET inh: 2; MIN6 prolif: -1; APOBEC3G inh: 50*; hIAP act: 1.1; mIAP act: 1.1; A3A deaminase: -3

What do the screens show for `CCOc1ccc(-n2c(C)cc(/C=C3/C(=N)N4C(=NC3=O)SN=C4S(C)(=O)=O)c2C)cc1`?
hIAP inh: 1; NALP3 yeast inh: 20; mIAP block: 7; SENP1 FRET inh: -98; MIN6 prolif: -4; APOBEC3G inh: -3; hIAP act: 0.99; mIAP act: 0.93; A3A deaminase: 5

How did COc1ccc(CN(C)CC(=O)N(C)CC(=O)Nc2ccccc2Br)cc1F do in these assays?
hIAP inh: -3; NALP3 yeast inh: 16; mIAP block: 3; SENP1 FRET inh: -2; MIN6 prolif: 3; APOBEC3G inh: -6; hIAP act: 1; mIAP act: 0.97; A3A deaminase: -5

What do the screens show for `O=C(NCc1ccco1)C1(c2ccc(Br)cc2)CCCC1`?
hIAP inh: 4; NALP3 yeast inh: 25; mIAP block: 0; SENP1 FRET inh: 1; MIN6 prolif: -2; APOBEC3G inh: -2; hIAP act: 0.96; mIAP act: 0.99; A3A deaminase: 4

How did CC(NS(=O)(=O)c1ccc2c(c1)C(C)(C)C(=O)N2C)c1ccccc1 (stereo not given) do in these assays?
hIAP inh: 8; NALP3 yeast inh: 16; mIAP block: 19; SENP1 FRET inh: 2; MIN6 prolif: -1; APOBEC3G inh: -4; hIAP act: 0.92; mIAP act: 0.81; A3A deaminase: -3

How did Cc1ccc(S(=O)(=O)Nc2ccnc3ccccc23)cc1 do in these assays?
hIAP inh: -17; NALP3 yeast inh: 10; mIAP block: -7; SENP1 FRET inh: 0; MIN6 prolif: -3; APOBEC3G inh: -3; hIAP act: 1.2; mIAP act: 1.1; A3A deaminase: -2

What do the screens show for `Cc1ccc(S(=O)(=O)NCCSc2ncccn2)cc1`?
hIAP inh: -9; NALP3 yeast inh: 15; mIAP block: -1; SENP1 FRET inh: 0; MIN6 prolif: 0; APOBEC3G inh: -3; hIAP act: 1.1; mIAP act: 1; A3A deaminase: -1

How did Cc1cc(OC(=O)c2ccc(Cl)cc2Cl)c([N+](=O)[O-])c(=O)[nH]1 do in these assays?
hIAP inh: 20; NALP3 yeast inh: 20; mIAP block: 6; SENP1 FRET inh: 0; MIN6 prolif: 0; APOBEC3G inh: -10; hIAP act: 0.8; mIAP act: 0.94; A3A deaminase: -3

What do the screens show for `C/C(=N\NC(=O)c1c(Cl)cnn1C)c1cccc(NC(=O)c2ccc(C)cc2)c1`?
hIAP inh: -23; NALP3 yeast inh: 5; mIAP block: 6; SENP1 FRET inh: 3; MIN6 prolif: -3; APOBEC3G inh: -2; hIAP act: 1.2; mIAP act: 0.94; A3A deaminase: 3

How did Cc1ccc(C2=NS(=O)(=O)N(C)C(C(=O)Nc3cc(C)n(CC(=O)N4CCCCC4)n3)=C2)cc1 do in these assays?
hIAP inh: -26; NALP3 yeast inh: 17; mIAP block: 1; SENP1 FRET inh: 1; MIN6 prolif: 0; APOBEC3G inh: -3; hIAP act: 1.3; mIAP act: 0.99; A3A deaminase: -3

What do the screens show for `CN(C)c1ccc(/C=C2\C(=N)N3C(=NC2=O)Sc2cc(S(C)(=O)=O)ccc23)cc1`?
hIAP inh: 4; NALP3 yeast inh: 9; mIAP block: 32; MIN6 prolif: -2; APOBEC3G inh: -13; hIAP act: 0.96; mIAP act: 0.68; A3A deaminase: 4

Results for CSc1nc(NS(=O)(=O)c2cc(Br)ccc2Br)cc(=O)[nH]1 ?
hIAP inh: 18; NALP3 yeast inh: 17; mIAP block: 7; SENP1 FRET inh: 0; MIN6 prolif: 0; APOBEC3G inh: 0; hIAP act: 0.82; mIAP act: 0.93; A3A deaminase: 3

Results for COc1ccc(Cl)cc1S(=O)(=O)N1CCN=C1Cc1ccccc1 ?
hIAP inh: -20; NALP3 yeast inh: 17; mIAP block: -2; SENP1 FRET inh: -1; MIN6 prolif: -4; APOBEC3G inh: -11; hIAP act: 1.2; mIAP act: 1; A3A deaminase: -4

Results for O=C(CCNC(=O)c1ccc([N+](=O)[O-])cc1)Nc1ccc(Cl)c(S(=O)(=O)N2CCOCC2)c1 ?
hIAP inh: 1; NALP3 yeast inh: 12; mIAP block: 4; SENP1 FRET inh: 1; MIN6 prolif: 2; APOBEC3G inh: -1; hIAP act: 0.99; mIAP act: 0.96; A3A deaminase: 23

How did Cc1ccc(C2=NNC(=O)C(c3c[nH]c4ccccc34)C2)cc1 (stereo not given) do in these assays?
hIAP inh: 5; NALP3 yeast inh: 14; mIAP block: 0; SENP1 FRET inh: -1; MIN6 prolif: 0; APOBEC3G inh: -5; hIAP act: 0.95; mIAP act: 1; A3A deaminase: 3

How did CCN(C(=O)COC(=O)C1=COCCO1)c1ccccc1 do in these assays?
hIAP inh: -12; NALP3 yeast inh: 9; mIAP block: -13; SENP1 FRET inh: -2; MIN6 prolif: 1; APOBEC3G inh: -9; hIAP act: 1.1; mIAP act: 1.1; A3A deaminase: -4

What do the screens show for `CCCCCC1CC(CC(=O)Nc2nncs2)C(=O)O1` (stereo not given)?
hIAP inh: 12; NALP3 yeast inh: 10; mIAP block: 6; SENP1 FRET inh: 2; MIN6 prolif: 1; APOBEC3G inh: -2; hIAP act: 0.88; mIAP act: 0.94; A3A deaminase: -3

Results for O=C(Cn1ncc2c3ccccc3n(Cc3ccccc3F)c2c1=O)NCC1CCCO1 (stereo not given) ?
hIAP inh: -28; NALP3 yeast inh: 14; mIAP block: -1; SENP1 FRET inh: -2; MIN6 prolif: 7; APOBEC3G inh: -7; hIAP act: 1.3; mIAP act: 1; A3A deaminase: -6

How did COC(=O)c1ccc(NC(=O)COc2coc(CN3CCc4ccccc43)cc2=O)cc1 do in these assays?
hIAP inh: -4; NALP3 yeast inh: 21; mIAP block: 4; SENP1 FRET inh: -2; MIN6 prolif: 2; APOBEC3G inh: -6; hIAP act: 1; mIAP act: 0.96; A3A deaminase: 1

What do the screens show for `CN(CC(=O)Nc1cccc(F)c1)C(=O)c1ccc(N2CCCCC2)c([N+](=O)[O-])c1`?
hIAP inh: -8; NALP3 yeast inh: 26; mIAP block: 8; SENP1 FRET inh: 3; MIN6 prolif: -5; APOBEC3G inh: -4; hIAP act: 1.1; mIAP act: 0.93; A3A deaminase: 2

Results for O=C(O)C(Cc1c[nH]c2ccccc12)N1CCS(=O)(=O)CC1 (stereo not given) ?
hIAP inh: 1; NALP3 yeast inh: 17; mIAP block: 7; SENP1 FRET inh: -3; MIN6 prolif: 3; APOBEC3G inh: -10; hIAP act: 0.99; mIAP act: 0.93; A3A deaminase: -5

What do the screens show for `COc1ccc(N2C(=O)CC(S/C(N)=N/N=C/c3ccnc4ccccc34)C2=O)cc1` (stereo not given)?
hIAP inh: -2; NALP3 yeast inh: -1; mIAP block: 10; MIN6 prolif: 0; APOBEC3G inh: -5; hIAP act: 1; mIAP act: 0.9; A3A deaminase: -4

A portion taken from the entries so far, for reference:
How did Cc1ccc(C2=NNC(=O)C(c3c[nH]c4ccccc34)C2)cc1 (stereo not given) do in these assays?
hIAP inh: 5; NALP3 yeast inh: 14; mIAP block: 0; SENP1 FRET inh: -1; MIN6 prolif: 0; APOBEC3G inh: -5; hIAP act: 0.95; mIAP act: 1; A3A deaminase: 3

How did CCN(C(=O)COC(=O)C1=COCCO1)c1ccccc1 do in these assays?
hIAP inh: -12; NALP3 yeast inh: 9; mIAP block: -13; SENP1 FRET inh: -2; MIN6 prolif: 1; APOBEC3G inh: -9; hIAP act: 1.1; mIAP act: 1.1; A3A deaminase: -4

What do the screens show for `CCCCCC1CC(CC(=O)Nc2nncs2)C(=O)O1` (stereo not given)?
hIAP inh: 12; NALP3 yeast inh: 10; mIAP block: 6; SENP1 FRET inh: 2; MIN6 prolif: 1; APOBEC3G inh: -2; hIAP act: 0.88; mIAP act: 0.94; A3A deaminase: -3

Source: PubChem (Sanford-Burnham Center for Chemical Genomics)

Some of the compounds tested, so the mix of outcomes need not match the whole.
